Compound activity as filed in PubChem.
ERG-DNA inh – qHTS for Small Molecule Inhibitors of the ERG Ets/DNA interaction; actives 0.028% (n = 370,000); Transcriptional regulator ERG (Homo sapiens), P11308; fluorescence polarization, His-ERG Ets domain / labelled DNA; Potency, µM (series often up to 76.9 µM), for the others: top-dose FP activity, negative = inhibition, usual class: inhibitors; active = well fitted inhibition curve with a large enough effect in the polarisation, with a control signal flat; inconclusive = small, poorly fitted or top-dose-only effect, or effect the other way, or a change in a side signal; inactive = no such curve, though single readings can be large or run the other way; the % refers to the polarisation;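 also: polarization taken with two DNA probes labelled with fluorescein and Texas red; potency is read from the fitted curve at half-maximal effect; % of control where 0% means no effect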
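His-tagged ERG Ets domain (1 uM in the protein solution; 300mM KCl, 50mM Tris-HCl, 1mM EDTA, 1mM DTT, pH 7.5) received compound, then a probe mix of 5 nM fluorescein-DNA and 100nM Texas-615-DNA. Fluorescence polarization was read for both dyes.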
Anesthetic bind – qHTS Assay for Identification of Novel General Anesthetics; Potency, µM (titrated, usually from 77.5 µM), for the others: at the highest dose activity change, negative = displacement, hits mostly inhibitors; Ferritin light chain (Equus caballus), P02791; actives 0.074% (n = 350,000); apoferritin/1-aminoanthracene competitive binding, fluorescence; also: potency is read from the fitted curve at half-maximal effect; % is scaled to controls: 0 for no effect and ±100 for the full control effect; nearly all actives have a fitted effect of over 20% in size
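Steps: apoferritin (10 uM) was premixed with half-saturated 1-AMA in PBS, compounds were pin-transferred, plates stood 10 min at room temperature, fluorescence was read at 380/535 nm, and curves were fitted with a Hill equation.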
Pol kappa inh – qHTS for Inhibitors of Polymerase Kappa; DNA polymerase kappa (Homo sapiens), Q9UBT6; purified Pol kappa, fluorescent DNA synthesis assay, 10 min; Potency, µM (doses to about 107 µM), without a hit: top-dose activity, negative = inhibition, hits mostly inhibitors; actives 0.53% (n = 400,000); also: potency is read from the fitted curve at half-maximal effect; % is scaled to controls: 0 for no effect and ±100 for the full control effect
Target sequence (Q9UBT6 whole entry, looked up): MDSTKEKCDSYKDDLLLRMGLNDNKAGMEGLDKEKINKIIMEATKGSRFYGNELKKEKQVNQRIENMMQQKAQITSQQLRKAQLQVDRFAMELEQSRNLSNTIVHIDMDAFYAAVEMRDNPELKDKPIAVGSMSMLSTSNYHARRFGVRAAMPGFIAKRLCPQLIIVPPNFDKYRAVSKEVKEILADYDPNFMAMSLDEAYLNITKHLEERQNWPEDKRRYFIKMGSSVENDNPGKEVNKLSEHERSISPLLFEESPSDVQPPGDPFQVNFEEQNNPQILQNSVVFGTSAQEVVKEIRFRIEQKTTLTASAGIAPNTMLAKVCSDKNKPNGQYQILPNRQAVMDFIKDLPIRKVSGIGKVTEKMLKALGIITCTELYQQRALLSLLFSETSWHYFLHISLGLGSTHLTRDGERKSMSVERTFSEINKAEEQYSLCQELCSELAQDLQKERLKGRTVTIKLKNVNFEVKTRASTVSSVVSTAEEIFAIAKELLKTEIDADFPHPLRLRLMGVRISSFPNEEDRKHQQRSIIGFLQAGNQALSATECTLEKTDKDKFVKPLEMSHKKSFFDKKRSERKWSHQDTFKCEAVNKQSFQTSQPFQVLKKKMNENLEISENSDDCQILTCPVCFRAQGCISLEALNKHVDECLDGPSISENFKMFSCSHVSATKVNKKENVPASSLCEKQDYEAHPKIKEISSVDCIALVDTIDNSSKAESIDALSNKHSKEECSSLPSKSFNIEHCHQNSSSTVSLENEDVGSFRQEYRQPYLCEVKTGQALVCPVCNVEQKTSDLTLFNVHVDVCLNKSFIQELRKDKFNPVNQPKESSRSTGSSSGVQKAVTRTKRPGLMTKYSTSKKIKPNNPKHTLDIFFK
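Readout: fluorescence, taken kinetically at 0 and 10 min. Conditions: 10 nM Pol kappa, 15 min RT compound preincubation, 50 nM substrate final. Controls: enzyme-free buffer wells.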
ALOX12 inh – Primary qHTS assay for inhibitors of human arachidonate 12S-lipoxygenase (ALOX12): Round 2. Polyunsaturated fatty acid lipoxygenase ALOX12 (Homo sapiens), P18054. purified 12hLO, xylenol orange hydroperoxide absorbance. Potency, µM (top dose mostly 108 µM), for the others: at the highest dose activity change, negative = inhibition, hits mostly inhibitors. actives 1.1% (n = 580,000). AID 1671190, 2021; also: potency is read from the fitted curve at half-maximal effect; % is scaled to controls: 0 for no effect and ±100 for the full control effect
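Purified human 12hLO (150 nM final) in 25 mM Hepes, 0.01% Triton X-100, pH 7.0 was preincubated 15 min at room temperature with compound. Then 40 uM arachidonic acid was added, 30 min. Hydroperoxide was read by Fe-XO absorbance ratio 573/405 nm.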
POLH inh – qHTS for Inhibitors of Polymerase Eta | actives 1.2% (n = 390,000) | DNA polymerase eta (Homo sapiens), Q9Y253 | Potency, µM (highest dose often 114 µM), without a hit: at the highest dose activity change, negative = inhibition, most hits filed as inhibitors | recombinant Pol eta, fluorescent DNA replication assay; also: potency is read from the fitted curve at half-maximal effect; % is scaled to controls: 0 for no effect and ±100 for the full control effect
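Pol eta (10 nM) was preincubated with compounds for 15 min at room temperature, after which fluorescent replication substrate (50 nM final) was added to start the reaction. Fluorescence was read kinetically at 0 and 10 min.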
APE1 inh – qHTS Assay for Inhibitors of the Human Apurinic/apyrimidinic Endonuclease 1 (APE1) | DNA repair nuclease/redox regulator APEX1 (Homo sapiens), P27695 | recombinant APE1, TAMRA/BHQ-2 abasic DNA cleavage fluorescence | Potency, µM (titrated, usually from 65.8 µM), for inactives: at the highest dose activity change, negative = inhibition, actives largely listed as inhibitors | actives 0.35% (n = 350,000) | AID 2517, 2012;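 also: potency is read from the fitted curve at half-maximal effect; plate controls were vehicle for no effect and reference inhibitor for full effect; nearly all actives have a fitted effect of over 55% in size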
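0.75 nM APE1 + cpd, 15 min RT; start w/ 50 nM TAMRA/BHQ-2 THF-abasic dsDNA; kinetic fluor 525/598 nm ×3 reads @60 s; Δ(read3−read1); normalized to DMSO and NSC13755 control wells.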
RGS4 inh – Inhibitors of Regulator of G Protein Signaling (RGS) 4: qHTS; Regulator of G-protein signaling 4 (Homo sapiens), P49798; Transcreener GDP fluorescence polarization, RGS4-accelerated GTP hydrolysis; Potency, µM (highest dose often 114 µM), without a hit: at the highest dose activity change, negative = inhibition, most hits filed as inhibitors; actives 0.039% (n = 390,000); also: potency is read from the fitted curve at half-maximal effect; % is scaled to controls: 0 for no effect and ±100 for the full control effect; nearly all actives have a fitted effect of over 75% in size; some results filed as inactive show a strong effect at the top dose
Target sequence (P49798 whole entry, looked up): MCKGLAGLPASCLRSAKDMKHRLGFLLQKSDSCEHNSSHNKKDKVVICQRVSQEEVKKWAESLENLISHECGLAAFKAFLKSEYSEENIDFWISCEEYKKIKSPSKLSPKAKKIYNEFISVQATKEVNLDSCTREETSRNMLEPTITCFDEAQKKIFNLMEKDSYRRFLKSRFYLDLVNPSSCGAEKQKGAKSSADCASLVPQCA
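MLSMR compounds (23 nl, pin-transferred) preincubated 10 min at room temperature with a 500nM (2x) first reagent, then RGS4 at 900nM (2x) plus Transcreener GDP mix added; fluorescence polarization (620/688 nm) read before and after 90 min at 30 °C.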
Pol beta inh – qHTS Assay for Inhibitors of DNA Polymerase Beta; actives 1.3% (n = 340,000); Pol beta primer extension/strand displacement, fluorescence kinetic; Potency, µM (highest dose often 114 µM), for the others: at the top dose activity change, negative = inhibition, actives largely listed as inhibitors; also: potency is read from the fitted curve at half-maximal effect; % is scaled to controls: 0 for no effect and ±100 for the full control effect
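Homogeneous kinetic assay of primer extension and strand displacement by 10 nM Pol beta, preincubated 15 min at room temperature with compound before 50 nM substrate (final) was added. Read at 0 and 10 min; four-parameter Hill fit.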
LDHA block – qHTS assay for inhibitors of human lactate dehydrogenase; activity change, % (values are at about 110 or 230 µM); actives 0.15% (n = 480,000); purified LDHA, NADH/diaphorase-resazurin fluorescence; stronger effect = lower value; in the data active = activity change below about -30%; inconclusive = mostly about -25% to -30%;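 also: plate controls were DMSO wells for no effect and wells without enzyme for full effect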
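Human LDH5 (2 nM) was incubated with 0.06 mM NADH and 0.2 mM pyruvate for 5 min at room temperature in Tris pH 7.4. Remaining NADH was coupled through diaphorase/resazurin, and resorufin fluorescence was read at 0 and 20 min.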
The depositor's hits bear a star; u = inconclusive; x = not tested or not shown; & = joins results of further samples; [ ] = another dose, or the depositor's remark. Unless noted, calls follow the shape of the dose curve; as a rule, active = well fitted curve in the direction sought with a large enough effect; inconclusive = small, poorly fitted or top-dose-only effect, or another doubt; inactive = no such curve, though single readings can be large; an effect the other way counts as inactive or inconclusive. A portion of the library; count on the stated rates, not on these rows.

smiles	Pol beta inh	ERG-DNA inh	APE1 inh	ALOX12 inh	RGS4 inh	Pol kappa inh	POLH inh	LDHA block	Anesthetic bind
CC(C)(C)c1ccc(C(=O)N2CCCC2c2cccs2)cc1 (centres undefined)	17%	14%	9%	-15%	-17%	-4%	-24%	9	u
CCC(CC(C)(C)O)C(=O)NNC(=S)Nc1ccccc1 (centres undefined)	18%	11%	-2%	u	-19%	-2%	-10%	-8	-5%
CC1C(=O)N2CCCc3cc(NC(=O)c4ccccc4Br)cc1c32 (centres undefined)	x	-7%	-2%	-2%	-30%	-1%	-6%	-3	x
CC(/C=N/NC(=O)c1c(Br)cnn1C)=C\c1ccccc1	21%	6%	u	-1%	-7%	-10%	-10%	-10	1%
O=C(c1cccn1-c1nnc(N2CCCC2)s1)N1CCN(c2ccc(F)cc2)CC1	1%	1%	x	-3%	-26%	-3%	-11%	-1	-12%
O=C(c1cnn2cccnc12)N1CCN(c2ccccc2)CC1	-10%	x	4%	-13%	-7%	-3%	14%	-2	3%
CCOC(=O)c1c(C)oc(NC(=O)CCl)c1C(=O)OCC	20%	18%	0%	-2%	15%	3%	7%	-6	-4%
O=C(Cn1nc(Cl)nc1Cl)c1cc2ccccc2oc1=O	-27%	-6%	-5%	u	-3%	-11%	u	4	-14%

Sorted by value in Pol kappa inh (low to high): 3 of the compounds above
| Compound | Pol beta inh | ERG-DNA inh | ALOX12 inh | RGS4 inh | Pol kappa inh | POLH inh | LDHA block | Anesthetic bind |
| --- | --- | --- | --- | --- | --- | --- | --- | --- |
| CC(C)(C)c1ccc(C(=O)N2CCCC2c2cccs2)cc1 (centres undefined) | 17% | 14% | -15% | -17% | -4% | -24% | 9 | u |
| O=C(c1cccn1-c1nnc(N2CCCC2)s1)N1CCN(c2ccc(F)cc2)CC1 | 1% | 1% | -3% | -26% | -3% | -11% | -1 | -12% |
| CC1C(=O)N2CCCc3cc(NC(=O)c4ccccc4Br)cc1c32 (centres undefined) | x | -7% | -2% | -30% | -1% | -6% | -3 | x |

(continued)
smiles	Pol beta inh	ERG-DNA inh	APE1 inh	ALOX12 inh	RGS4 inh	Pol kappa inh	POLH inh	LDHA block	Anesthetic bind
O=C(CCc1nnc2ccc(NCCCN3CCCC3=O)nn12)NCc1ccccc1Cl	-9%	10%	54%[activator]	-3%	1%	-14%	-21%	-2	-2%
COc1ccc(-c2cc(=O)[nH]c3ccccc23)cc1	x	-1%	43%[activator]	-4%	-19%	-9%	-9%	-7	x
Cc1cccc(N2CCN(CC(O)COc3ccccc3Cl)CC2)c1 (centres undefined)	1%	24%	-7%	0%	32%	-18%	-15%	-1	-6%
COc1ccc2[nH]c(C(=O)O)c(NS(=O)(=O)c3ccc(C)c(C)c3)c2c1	-24%	-16%	38%	u	-31%[56.9 µM]	-7%	-23%	0	-10%
O=S(=O)(c1ccc(S(=O)(=O)N2CCCC3(CCCCC3)C2)cc1)N1CCCCC1	0%	x	4%	5%	2%	0%[60.1 µM]	-1%	-1	-13%
O=[N+]([O-])c1cccc(S(=O)(=O)NCCOc2cccc3cccnc23)c1	18%	-6%	14%	-7%	1%	-2%	-9%	2	-12%
C1=C(CCNC2=NCCCCC2)CCCC1	28%	10%	-4%	-9%	20%[11.4 µM]	-5%	-8%	-3	-22%
CCN(CC)C(=O)c1cn(C)c2ccc(S(=O)(=O)N(CC)CC)cc2c1=O	-12%	-2%	-1%	-11%	11%	2%	-16%	-1	14%
COc1ccc(CN2CCCC(C(=O)Nc3cccc(-n4cnnn4)c3)C2)c(C)c1C (centres undefined)	-7%	-2%	-1%	3%	-26%	3%	1%	-2	-13%
O=S(=O)(Nc1nc(-c2ccccc2)cs1)c1cc(Cl)ccc1Cl	45µM*	17%	14%	5%	-3%	-43%	u	-9	-11%
Cc1c(NC(=O)c2ccccc2F)c(=O)n(-c2ccccc2)n1C	1%	-6%	-4%	-9%	9%	4%	-4%	-6	-4%
Cc1csc(NC(=O)CCSCCc2ccccn2)n1	29%	2%	9%	u	-17%	15%	-13%	2	-17%
COc1ccc(Nc2nc3c(S(=O)(=O)c4ccccc4)nnn3c3ccc(Cl)cc23)c(OC)c1	15%	1%	x	-21%	-12%	6%	6%	-2	-11%
COc1ccc(Cl)cc1NC(=O)C1(c2cccs2)CCOCC1	-16%	9%	-3%	9%	5%[11.4 µM]	2%	u	-7	u
Cc1cc(C)cc(-c2nnc(SCC(=O)c3ccc4c(c3)OCCO4)o2)c1	1%	-5%	1%	20%	-24%	-7%	-10%	-9	-1%
CCn1c(SCC(=O)N/N=C(\C)c2ccco2)nnc1-c1ccccc1	13%	-8%	-5%	3%	0%	5%	-6%	-2	-15%
COC(=O)c1ccccc1NC(=O)N1CCc2c(sc3c2CCCC3)C1c1ccc(F)cc1 (centres undefined)	2%	1%	x	-5%	-7%	0%[60.1 µM]	-17%	1	29%
CCOC(=O)N1CCN(C(=O)CN2C(=O)c3ccccc3S2(=O)=O)CC1	-7%	-15%	48%[activator]	-21%	-3%	1%	-18%	0	-1%
O=C(c1cc(COc2ccc(F)cc2Cl)on1)N1C[C@H]2CC[C@H]1C2	16%	-2%	11%	-9%	-19%	-17%	-7%	-3	u
COc1ccc(NC(=O)C2CCC(C(C)(C)C)CC2)cc1S(=O)(=O)N1CCOCC1 (centres undefined)	x	6%	u	-25%	2%	-26%	-13%	6	x
O=C(CCS(=O)(=O)c1ccc(Br)cc1)N1CCN(c2ccc(F)cc2)CC1	u	-2%	11%	-9%	-13%	-5%	-17%	-2	-7%
CCO/C([O-])=N/c1c[n+](N2CCOCC2)no1	0%	3%&0%	-7%	4%	-9%[56.9 µM]	-19%[60.1 µM]	-21%	-7&-6	2%
O=C(CCl)NNc1nc(-c2ccccc2)c2cc(Cl)ccc2n1	-19%	2%	8%	0%	-41%	9%	-16%	0	-15%
CCOc1ccc(NC(=O)Nc2cc(C(=O)O)ccc2N2CC3CC(C2)c2cccc(=O)n2C3)cc1 (centres undefined)	31%	8%	0%	16%	-31%[56.9 µM]	5%	9%	-1	-1%
COCCn1c(SCc2nc3ccccc3s2)nc2ccccc21	-7%	x	8%	16%	1%	-5%	-9%	-1	-19%
Cc1ccc(-n2c(=O)cc(N3CC(C)CC(C)C3)[nH]c2=O)cc1 (centres undefined)	40%	-2%	7%	22%	-19%	-5%	-7%	3	-5%
CC1(C)Cc2c(C#N)c(OCC(=O)c3ccc(Cl)cc3)nc(-c3ccoc3)c2CO1	9%	-1%	5%	u	-33%	-12%	0%	3	-7%
Cc1ccc(C)c(NC2=NCC(=O)N2c2ccc3c(c2)OCCO3)c1	29%	10%	6%	0%	16%	1%	11%	-5	-6%
CCCn1c(N)c(C(=O)CSc2nnc3n2CCCCC3)c(=O)[nH]c1=O	x	-4%	24%	134%[activator]	8%	-2%	6%	-2	x
COc1ccc(Cc2nnc(SCC(=O)N3CCN(c4ccccc4)CC3)o2)cc1	-21%	-2%	2%	-40%	-19%	-1%	-1%	2	-1%
O=C(O)c1ccccc1Cc1nc2cc(Cl)ccc2c(=O)[nH]1	u	1%	-2%	-15%	9%	1%	2%	-10	-4%
CCc1cccc(-n2c(=O)c3cccnc3n2CC(=O)Nc2ccccc2C(=O)OC)c1	9%	0%	x	-7%	2%	1%	-12%	-1	-13%
COc1cc(Br)cc(/C=N/c2ncn[nH]2)c1O	3%	4%	-3%	x	-20%	-25%	-3%	22	6%
c1ccc(CN2CCC(Nc3nc(-c4ccccc4)nc4ccccc34)CC2)cc1	2%	1%	-7%	u	-10%[11.4 µM]	-13%	-19%	-6	-20%
CCc1cccc2c(C(=O)COC(=O)c3nccnc3N)c[nH]c12	x	3%	5%	1%	21%	-2%	-1%	-5	x
Cn1cc(C(=O)N/N=C/C(Br)=C\c2ccccc2)ccc1=O	10%	6%	2%	0%	2%	-19%	10%	-2	-9%
Cc1c(CC(=O)Nc2ccc(Cl)cc2)sc2ccc(Cl)cc12	0%	10%	-4%	19%	22%	-3%	-19%	0	3%
CC1(C)CC(=O)C/C(=N/NC(=O)CCCOc2ccc(Cl)cc2Cl)C1	-8%	0%	0%	0%	17%	-10%	-15%	-1	-21%
Cc1cc(C)c(NS(=O)(=O)c2cc(-c3onc(C)c3C)ccc2C)c(C)c1	2%	0%	x	-29%	-3%	-8%	6%	-5	-14%
Clc1ccc(OCc2nc(-c3ccc(Br)o3)no2)cc1	2%	-7%	-5%	30%[activator][57.4 µM]	-20%	4%	-16%	-1	-15%
COc1ccccc1/C=C/C(=O)OCC(=O)N1CCN(S(=O)(=O)c2ccc(C)cc2C)CC1	x	9%	-3%	-1%	-7%	-6%	-10%	-4	x
CCCOc1ccc(C2CC(=O)NC2=O)cc1 (centres undefined)	-1%	-13%	-4%	u	u	2%	-16%	-3	-9%
